# Screening results (PubChem BioAssay)
# GPR55 activation: GPR55 agonists via beta-arrestin recruitment, primary screen, imaging, U2OS cells, beta-arrestin-GFP redistribution (AID 1961). G-protein coupled receptor 55 (Homo sapiens). U2OS GPR55 beta-arrestin-GFP redistribution imaging; higher % means a stronger effect. activation, % at 10 µM, or EC50 in µM where a hit was titrated. 290,000 compounds, 0.048% hits;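 active = activation above 40% with more than 50 cells counted in the well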;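 also: U2OS osteosarcoma cells stably expressing GPR55 and beta-arrestin-GFP; plate controls were DMSO negative control for no effect and LPI positive control for full effect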
# AID2073: inhibitors of Mint1-CaV2.2 protein interaction, biochemical, HTRF (AID 2073) | Voltage-dependent N-type calcium channel subunit alpha-1B (Homo sapiens) | HTRF protein-protein interaction, Mint1-CaV2.2; higher % means a stronger effect | inhibition, % at 20 µM, or IC50 in µM where a hit was titrated | 290,000 compounds, 0.19% hits; in the data active = inhibition mostly above about 51%, no sharp cut-off; also: some results filed as inactive read as strong as hits
# KOR beta-arrestin-1: KOR antagonists, beta-arrestin recruitment, cell-based, luminescence, uHTS (AID 1778) | Kappa-type opioid receptor (Homo sapiens) | KOR beta-arrestin recruitment, luminescence, antagonist mode; higher % means a stronger effect | inhibition, % at 10 µM, or IC50 in µM where a hit was titrated | 290,000 compounds, 0.091% hits; in the data active = inhibition above about 50%; also: strong numbers were not always called active
# GPR55 antagonists: GPR55 antagonists blocking LPI-driven arrestin recruitment, primary screen, imaging, U2OS, beta-arrestin-GFP, LPI agonist (AID 2013); G-protein coupled receptor 55 (Homo sapiens); U2OS GPR55 beta-arrestin-GFP translocation imaging, LPI antagonism; higher % means a stronger effect; one-dose inhibition, % at 10 µM; IC50 in µM for titrated hits; 290,000 compounds, 0.13% hits;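 active = spots per cell inhibited over 60%, with over 100 cells counted and total cytoplasm intensity under 500,000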;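 also: U2OS cells stably carrying GPR55 and arrestin-GFP stimulated by 5 µM LPI near EC80; imaged beta-arrestin-GFP aggregate spots per cell after agonist stimulation; plate controls were LPI-stimulated DMSO wells for no effect and DMSO wells without LPI for full effect; some results filed as inactive read as strong as hits; confirmed hits need IC50 under 10 µM and bright autofluorescent wells are also inconclusive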
# GPR35 antagonists: GPR35 antagonists blocking zaprinast-driven arrestin recruitment, primary screen, imaging, U2OS, beta-arrestin-GFP, zaprinast agonist (AID 2058); G-protein coupled receptor 35 (Homo sapiens); 290,000 compounds, 0.052% hits; inhibition, % at 10 µM, or IC50 in µM where a hit was titrated; U2OS GPR35 beta-arrestin-GFP translocation imaging, zaprinast antagonism; higher % means a stronger effect;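 active = inhibition of at least 50% with at least 30 cells and total cytoplasm GFP at most 10,000,000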
# Siah-1 displacement: Siah-1 peptide-binding antagonists, primary screen, biochemical, fluorescence polarization, rhodamine-plectin, uHTS (AID 1817) | E3 ubiquitin-protein ligase SIAH1 (Homo sapiens) | Siah-1 / rhodamine-plectin peptide fluorescence polarization; higher % means a stronger effect | displacement, % at 20 µM; hits with a dose series show IC50 in µM | 290,000 compounds, 0.02% hits;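 active = displacement of at least 50% at 20 µM, with a fluorescence ratio check between 0.3 and a set limit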;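 also: plate controls were Siah plus tracer with DMSO for no effect and tracer alone without Siah for full effect; strong numbers were not always called active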
# KOR beta-arrestin-2: KOR agonists, beta-arrestin recruitment, primary screen, cell-based, luminescence, uHTS (AID 1777) | KOR beta-arrestin recruitment, luminescence; higher % means a stronger effect | one-dose activation, % at 10 µM; EC50 in µM for titrated hits | 280,000 compounds, 0.02% hits; in the data active = activation above about 50%, passing the limit was not always enough; also: a part of the inactive calls stands beside numbers as strong as those of hits
# NOD1 inhibition: NOD1 signaling inhibitors, primary screen, cell-based, luminescence, uHTS (AID 1578); 290,000 compounds, 1% hits; inhibition, % at 4 µM; hits with a dose series show EC50 in µM; NOD1-driven NF-kB luciferase reporter cells, luminescence; higher % means a stronger effect; in the data active = inhibition mostly above about 36%, no sharp cut-off; inactive = mostly below about 34%;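 also: HEK-293T reporter cells stimulated with the NOD1 agonist gamma-tri-DAP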
# HIV fusion peptide: inhibitors of HIV fusion peptide binding, primary screen, biochemical, uHTS, fluorescence dequenching (AID 1986) | cell-free peptide binding, fluorescence dequenching, 30 min; higher % means a stronger effect | inhibition, % at 20 µM, or IC50 in µM where a hit was titrated | 290,000 compounds, 0.3% hits; in the data active = inhibition mostly above about 52%, no sharp cut-off; inactive = mostly below about 76%; also: some results filed as inactive read as strong as hits
# Numbers without * were called inactive; nt = no result given; [ ] = dose if it differs, or a comment. Only part of the results is shown; rates above refer to the full screens.
SMILES,GPR55 activation,AID2073,KOR beta-arrestin-1,GPR55 antagonists,GPR35 antagonists,Siah-1 displacement,KOR beta-arrestin-2,NOD1 inhibition,HIV fusion peptide
CCOC(=O)C1C(=O)Oc2ccc3ccccc3c2C1C1CCOC1=O (configuration not stated),0.3%,12%,-26%,-20%,-6%,-1%,-0.8%,16%,35%
CC1(C)CC(=O)C(C=NCC2CCN(C(=S)Nc3cccc(Cl)c3)CC2)=C(O)C1,-0.1%,-22%,9%,3%,-2%,6%,-1.8%,-18%,0.7%
COc1cccc(-c2nc(CS(=O)CC(=O)NCc3ccc4c(c3)OCO4)c(C)o2)c1 (configuration not stated),-0.1%,3%,-11%,11%,8%,-1%,8.1%,-29%,2.3%
Cc1[nH]c(=O)[nH]c(=O)c1S(=O)(=O)Nc1ccc(Oc2ccccc2)cc1,-0.2%,6%,-23%,1%,-2%,-2%,3.0%,-23%,0.3%
COc1ccccc1NC(=O)CSc1nnc(CNC(=O)c2ccco2)n1C,0.0%,7%,-7%,7%,-7%,-1%,-4.6%,-32%,-1.0%
Cc1nc(-c2cccc(NC(=O)Cc3ccccc3)c2)cs1,0.1%,7%,8%,-2%,-2%,3%,-1.4%,-57%,-1.1%
CCCOC(=O)c1ccc(Oc2c(-c3ccc(OC)cc3O)n[nH]c2C)cc1,0.0%,-5%,19%,9%,-12%,0%,-3.3%,2%,2.8%
CCOC(=O)c1cnn(-c2ccc([N+](=O)[O-])cc2)c1N,0.4%,-11%,15%,-9%,-15%,1%,-5.7%,-1%,-1.3%
O=C(Nc1ccccc1SCC1CSc2nc3ccccc3c(=O)n21)c1cccc(Cl)c1 (configuration not stated),0.1%,1%,-5%,19%,11%,-1%,-1.1%,-8%,1.6%
C#CCOc1nc(OCC#C)nc(OCC#C)n1,0.6%,-5%,22%,-2%,-2%,0%,-1.8%,6%,2.2%
CCOC(=O)c1ccc2nc3c(cc2c1)CCS3,0.7%,8%,-5%,4%,2%,2%,1.9%,-58%,-0.5%
NNC(=O)c1ccc(COc2ccc3ccccc3c2)o1,0.3%,5%,8%,-12%,-12%,7%,0.8%,-11%,-0.9%
COCCCn1c(SCC(=O)NC2CCCCC2)nc2ccccc2c1=O,-0.1%,3%,-25%,6%,28%,-1%,1.4%,-20%,-1.7%
Cc1ccc2c(c1)nnc1nnc(SCC(=O)O)n12,0.3%,-6%,15%,2%,11%,3%,nt,-2%,113%
Cc1cccc(-c2nnc(SCC(=O)Nc3cccc(C(=O)N4CCOCC4)c3)n2C)c1,0.2%,5%,-2%,12%,-20%,10%,-0.2%,-19%,3.1%
COC(=O)N/N=C/c1cccnc1,-0.2%,-8%,-7%,-17%,5%,1%,7.7%,-37%,0.0%
Cn1c(=O)[nH]c(=O)c2c1nc(Br)n2CCCO,-0.2%,-1%,-7%,-2%,-8%,2%,-0.5%,28%,1.8%
COc1cccc(N2CCN(C(=O)CN(c3ccc(C)cc3)S(=O)(=O)c3c(C)n[nH]c3C)CC2)c1,-0.2%,-1%,5%,4%,-1%,1%,10%,-10%,0.9%
COc1ccc(C)cc1-n1nnnc1SCC(=O)NNC(=O)c1ccc([N+](=O)[O-])cc1,-0.1%,-3%,51%,9%,-15%,-2%,-0.3%,-27%,4.4%
CCn1c(-c2ccccc2Cl)nn(CC(=O)Nc2cc(Cl)ccc2Cl)c1=S,0.2%,3%,9%,17%,3%,0%,-0.8%,4%,-3.2%
Cc1ccccc1NC(=O)N(CCc1nc2ccccc2[nH]1)Cc1ccccc1,-0.2%,-1%,-1%,13%,-18%,10%,5.6%,-6%,-0.9%
Cc1cc(C)n2nc(C(=O)NC(c3ccccc3)c3ccccc3)nc2n1,0.1%,-20%,-12%,-5%,-9%,2%,-2.6%,-9%,-1.4%
CCOc1ccc(NC(=O)c2ccc3c(c2)N(Cc2ccc(F)cc2)C(=O)CS3=O)cc1 (configuration not stated),0.3%,11%,24%,8%,-2%,4%,-3.5%,7%,-1.2%
CC(C)CC(NC(=O)C1CCC(C)CC1)C(=O)Nc1ccc2c(c1)OCCO2 (configuration not stated),-0.2%,-5%,14%,17%,9%,1%,-0.1%,5%,-1.2%
CN(C)c1nc(N)nc(-c2ccco2)n1,-0.1%,47%,30%,10%,-10%,2%,-6.2%,-15%,-0.2%
SMILES,GPR55 activation,AID2073,KOR beta-arrestin-1,GPR55 antagonists,GPR35 antagonists,Siah-1 displacement,KOR beta-arrestin-2,NOD1 inhibition,HIV fusion peptide
CCOC(=O)Cn1nc(-c2ccccc2)c(-c2ccccc2)nc1=O,0.2%,4%,-21%,0%,3%,2%,3.3%,-10%,-0.4%
COc1ccc(-n2c(CCc3ccccc3)nnc2SCC(=O)c2ccccc2)cc1,-0.3%,-2%,40%,3%,-4%,2%,-1.8%,-16%,-1.2%
Cc1cc(C)c(NC(=O)c2cc(=O)c3ccccc3o2)c(C)c1,-0.2%,-3%,-1%,14%,1%,12%,-2.0%,-12%,-1.4%
O=C(Nn1c(COc2ccccc2)nc2ccccc2c1=O)C(Cl)(Cl)Cl,0.5%,-3%,14%,0%,3%,0%,-2.3%,10%,5.3%
Clc1ccc(-c2ccc(/C=N/Nc3cc(N4CCOCC4)nc(N4CCOCC4)n3)o2)cc1,-0.2%,0%,24%,19%,-9%,4%,4.9%,-1%,-0.3%
CCC(C)NC(=O)CCC(=O)Nc1ccc2nc(N3CC(C)CC(C)C3)cc(C)c2c1 (configuration not stated),-0.1%,-4%,0%,7%,-6%,0%,-3.3%,-1%,0.0%
CS(=O)(=O)N1CCCC(C(=O)Nc2ccccc2F)C1 (configuration not stated),-0.3%,8%,-14%[20 µM],2%,1%,-2%,-1.9%,-13%,1.5%
Oc1ccc(Br)cc1CNc1cnc2ccccc2c1,-0.2%,14%,5%,11%,5%,1%,1.8%,-3%,-0.7%
CCOC(=O)C1(Cc2ccc(OC)cc2)CCN(C(=O)Cc2cccnc2)CC1,-0.3%,-14%,-14%,5%,3%,8%,nt,-18%,0.0%
COc1ccc2c(c1)Sc1ccccc1N2CCN(C)C,-0.2%,-13%,18%,29%,0%,7%,-1.3%,-28%,-0.8%
CC1CC(C)CN(c2nc(NCc3ccco3)nc(N)c2[N+](=O)[O-])C1 (configuration not stated),0.0%,0%,-37%,-5%,-4%,-4%,0.6%,41%,-1.6%
CCOC(=O)c1c(CNc2ccncc2)n(C)c2cc(Br)c(O)cc12,-0.2%,-3%,-8%,5%,-1%,-7%,-2.4%,-23%,-0.4%
Cc1nn(CC(C)C)c(Cl)c1C(=O)N(C)CC(=O)Nc1c(Cl)cccc1Cl,-0.1%,7%,-15%,-22%,-16%,-4%,3.2%,18%,-0.4%
CCCC(=O)NNc1c2ccccc2nc2ccccc12,-0.3%,-12%,4%,-4%,-7%,4%,-1.6%,-28%,0.3%
CC(=O)Oc1ccc2c(=O)c(-c3ccccc3)c(C)oc2c1,0.8%,17%,-8%,1%,3%,4%,5.3%,-19%,0.6%
Cc1ccc(C(=O)N[C@H](C(=O)Nc2sccc2C(N)=O)C(C)C)cc1,-0.2%,8%,-26%,3%,4%,1%,-0.1%,13%,0.1%
CC(CCc1ccccc1)NC(=O)CN1CCN(c2ccc(O)cc2)CC1 (configuration not stated),0.3%,-13%,-7%,-19%,8%,7%,-5.1%,-22%,0.7%
CN(C)c1ccc(-c2c(-c3ccc4c(c3)OCO4)noc2-c2ccsc2)cn1,22%,10%,-20%[20 µM],20%,-13%,-4%,-1.5%,0%,-0.6%
COc1ccc(C(=O)NC(=S)N2CCNC(=O)C2CC(=O)OC(C)C)cc1 (configuration not stated),0.0%,-26%,10%,1%,-2%,-4%,-4.4%,-27%,-0.7%
O=[N+]([O-])c1ccc(NCCCN2CCOCC2)c(Cl)c1,-0.1%,22%,16%,29%,-2%,-2%,0.2%,-8%,-2.7%
COc1ccc(CCC(=O)Nc2nc3c(s2)CN(C)CC3)cc1OC,-0.1%,3%,20%,28%,10%,5%,-1.1%,-14%,0.6%
Cn1nc(C(=O)NNc2c(F)c(F)cc(F)c2F)c2ccccc2c1=O,-0.4%,3%,-12%,9%,3%,1%,-5.6%,19%,1.9%
COC(=O)c1cc2nc(-c3ccc(C)cc3)cc(C(F)(F)F)n2n1,0.5%,1%,-15%[20 µM],-11%,7%,-10%,nt,-12%,-2.3%
COc1ccc(-c2n[nH]c(=S)n2/N=C/C=C/c2ccccc2OC)cc1,0.0%,-1%,-27%,4%,2%,-1%,-4.1%,4%,-0.6%
Cc1cc(C)nc(SCc2ccc(C(=O)N/N=C/c3cccc(O)c3O)cc2)n1,0.1%,47%,nt,12%,-10%,56%,-2.8%,-2%,26%
SMILES,GPR55 activation,AID2073,KOR beta-arrestin-1,GPR55 antagonists,GPR35 antagonists,Siah-1 displacement,KOR beta-arrestin-2,NOD1 inhibition,HIV fusion peptide
CCc1cc(C(=O)N2CCN(c3ccccc3OC)CC2)sc1C,-0.3%,-6%,-19%,-20%,5%,1%,0.8%,-17%,1.8%
CN(C)c1cccc(C(=O)N/N=C/c2ccsc2)c1,-0.2%,-2%,18%,-3%,3%,-4%,-0.7%,-37%,-2.9%
O=C(CCc1nc(-c2ccccc2Cl)no1)NCc1ccco1,-0.1%,-3%,-12%[20 µM],14%,4%,4%,-8.8%,-16%,0.8%
Nc1cc(C(=O)O)ccc1Nc1ccccc1,-0.1%,23%,28%,10%,-16%,6%,-6.0%,-16%,4.9%
O=C(N/N=C/c1coc2ccccc2c1=O)c1cc(Br)ccc1O,0.3%,8%,-19%,18%,-13%,-3%,9.1%,-20%,17%
COC(=O)CNC(=O)CN1C(=O)N(c2ccc(Cl)cc2)C(N(O)C(=O)Nc2ccc(Cl)cc2)C1(C)C (configuration not stated),-0.1%,-14%,14%,8%,3%,-4%,-2.4%,17%,1.6%
COc1ccc(OC)c(S(=O)(=O)Nc2ccc(C(C)=O)cc2)c1,-0.3%,-2%,6%,22%,-2%,2%,1.2%,-2%,0.1%
O=C(c1ccc([N+](=O)[O-])o1)N1CCN(Cc2ccccc2)CC1,0.0%,28%,-3%,6%,10%,2%,0.6%,-8%,-1.2%
CSc1nc2sc3c(c2c(=S)[nH]1)CC(C)(C)OC3,0.0%,8%,-9%,10%,4%,2%,-3.1%,-3%,0.3%
